Artemis inh: Artemis (human) endonuclease inhibition | AID 686954 | inhibition, % at 10 µM | 30,000 compounds, 0.78% hits | recombinant Artemis, quenched FAM hairpin cleavage fluorescence;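 active = at 10 µM dose, at least 30% inhibition, measured as corrected fluorescence normalized to stimulator and neutral control wells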
Target sequence (Q96SD1 whole entry, looked up): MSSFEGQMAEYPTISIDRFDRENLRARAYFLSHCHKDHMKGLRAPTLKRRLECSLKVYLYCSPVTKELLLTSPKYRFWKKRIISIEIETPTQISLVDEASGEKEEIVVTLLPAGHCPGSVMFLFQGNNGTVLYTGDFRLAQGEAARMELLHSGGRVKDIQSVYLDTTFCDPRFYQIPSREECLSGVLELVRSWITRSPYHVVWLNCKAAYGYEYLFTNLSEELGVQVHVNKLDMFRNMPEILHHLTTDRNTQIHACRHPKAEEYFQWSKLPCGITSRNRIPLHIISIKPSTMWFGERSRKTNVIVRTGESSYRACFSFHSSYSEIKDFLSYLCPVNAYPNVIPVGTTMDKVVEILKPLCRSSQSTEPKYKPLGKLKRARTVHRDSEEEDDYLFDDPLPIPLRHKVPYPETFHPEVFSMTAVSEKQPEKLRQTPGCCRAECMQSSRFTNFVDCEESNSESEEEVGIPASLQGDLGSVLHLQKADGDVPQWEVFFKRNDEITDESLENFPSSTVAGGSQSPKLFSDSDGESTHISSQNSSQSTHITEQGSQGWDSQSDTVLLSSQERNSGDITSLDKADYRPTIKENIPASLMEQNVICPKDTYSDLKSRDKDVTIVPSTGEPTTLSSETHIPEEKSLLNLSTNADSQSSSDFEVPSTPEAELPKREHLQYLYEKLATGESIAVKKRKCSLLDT
The depositor's hits bear a star. These rows are one share of the data; the hit share may differ from the screen's.

canonical_smiles,Artemis inh
COC(=O)CSc1nc2c(c(=O)[nH]c(=O)n2C)n1CCC(C)C,-1
CCOC(=O)c1[nH]c(CSc2nnc(-c3ccc(OC)cc3)o2)c(C(=O)OCC)c1C,3
CN(C)S(=O)(=O)c1ccc(C(=O)Oc2cc(=O)[nH]c3ccccc23)cc1,2
CCN(CC)C(NC(=O)c1ccccc1)C(=O)c1ccccc1 (stereo unspecified),-3
N=C1C(c2nc3ccccc3[nH]2)=C(O)CN1c1ccc(F)cc1,1
O=C(NC1(C(F)(F)F)NC(=O)N(Cc2cccnc2)C1=O)c1cccs1 (stereo unspecified),-2
Cc1ccc(S(=O)(=O)N[C@H](C(=O)OCn2nnc3ccccc3c2=O)C(C)C)cc1,-2
Nc1nc(N)nc(-c2ccccn2)n1,5
O=C1NC(=O)C2(CCC(C(=O)O)C2)N1 (stereo unspecified),-9
CCN(CCO)Cc1csc2cccc(Br)c12,-8
O=C1CSC(c2ccco2)N1 (stereo unspecified),-3
Cc1ccc(N2CC(C(=O)NC3=NCCS3)CC2=O)cc1C (stereo unspecified),5
Cc1ccc(S(=O)(=O)N2CCC(C(=O)N(C)C3CCS(=O)(=O)C3)CC2)cc1 (stereo unspecified),-4
CCOC(=O)C1CCN(C(C(=O)NC2CCCCC2)c2ccc(OC)cc2)CC1 (stereo unspecified),8
O=C(NC(=S)Nc1ccc2c(c1)OCO2)c1ccccc1,1
CCN(C(=O)c1cc2cccc(OC)c2oc1=O)C1CCCCC1,5
O=C1CN(CC(=O)N2CCCCC2)c2ccccc2O1,1
Fc1ccc(C(c2nnnn2C2CCCC2)N2CCN(Cc3ccncc3)CC2)cc1 (stereo unspecified),4
Cc1nn(C)c(C)c1C(=O)NN,-3
Cn1cnc([N+](=O)[O-])c1NC(C)(C)C,-10
COc1cc(C(=O)NCc2nnc(SCC(=O)N3CCC(C)CC3)o2)cc(OC)c1OC,-2
O=C(CSC1=NCCS1)Nc1ccccc1F,5
Cc1cc(C(=O)CSc2nnc(-c3cccnc3)n2-c2ccccc2F)c(C)n1CC1CCCO1 (stereo unspecified),2
CCOC(=O)c1cnn(-c2ccccc2)c1-n1cccc1C(=O)C(=O)Nc1ccc(F)cc1,4
Nn1cnnc1SC1CCCCC1NS(=O)(=O)c1ccccc1 (stereo unspecified),-6

(further entries)
canonical_smiles,Artemis inh
CCCN1C2=NCCN2c2cc(C)c(C)cc21,4
Cc1nc(NCc2ccco2)c2c3c(sc2n1)CCC3,-7
CCCc1cc(=O)n2[nH]c(-c3ccc(Br)cc3)cc2n1,-6
COc1cc2ncnc(NCc3ccccc3)c2cc1OC,-10
CC(C)C1C(=O)NC(=S)N1S(=O)(=O)c1ccc(C(C)(C)C)cc1 (stereo unspecified),9
CCC(O)c1cc2c(cc1NC(=O)c1cccs1)OCCO2 (stereo unspecified),-10
CN1CCN(C(=O)c2ccccc2N(Cc2ccccc2)S(C)(=O)=O)CC1,-2
C=CCOc1c(Br)cc(CNn2nnnc2N)cc1OCC,-9
O=C(Cc1ccc(Cl)cc1)NCC(=O)N1CCCC1,-6
Cc1c(C(=O)N2CCN(c3ccccn3)CC2)sc2ncnc(N3CCN(c4ccccc4)CC3)c12,10
COc1cc(C(=O)Nc2cc(C)c(OCC(=O)N3CCOCC3)c(C)c2)cc(OC)c1OC,16
Cc1cc(C)n(C(C[N+](=O)[O-])c2ccc(Cl)cc2)n1 (stereo unspecified),8
NC(=O)COc1ncn(-c2ccccc2)n1,-1
COc1ccc(C2CCCN2C(=O)Nc2cccc(C(C)=O)c2)cc1OC (stereo unspecified),6
CN(C)CCCOc1nc2c(c(=O)n(C)c(=O)n2C)n1C,9
COc1ccc(NS(=O)(=O)c2cc(C)ccc2OC)cc1OC,-5
COC(=O)C1C(O)=CC(=O)CC1C (stereo unspecified),-8
O=S1(=O)CC(N2CCCCC2)C(N2CCCCC2)C1 (stereo unspecified),-7
O=C(Nc1ccc(N2CCOCC2)cc1)c1cn2ccccc2n1,9
Cc1cc(-c2ccccc2)nc(Oc2ccc(C(C)(C)C)cc2)c1S(C)(=O)=O,6
CC(=O)N(C(C)=O)c1c(C#N)c(C)n(-c2ccccc2)c1C(=O)c1ccccc1,-6
CCOC(=O)CCC(NC(=O)c1ccc(NCN2C(=O)c3ccccc3C2=O)cc1)C(=O)OCC (stereo unspecified),-19
N#Cc1c(Sc2ncc(C(F)(F)F)cc2Cl)nsc1C/C=N\OCc1c(F)cccc1Cl,1
O=C(NCCc1ccc(Cl)cc1)c1ncn[nH]1,-2
CCOC(=O)CC1C(=O)NCCN1C(=O)c1c(F)cccc1F (stereo unspecified),-2

Further results follow:
mol,Artemis inh
Cn1c(=O)c2c(nc(Br)n2CCCc2ccccc2)n(C)c1=O,-3
COc1c2occc2c(OC)c2c(=O)cc(C(F)(F)F)oc12,-10
COc1cc(NC(=O)c2ccc(Br)o2)ccc1NC(=O)C(C)C,-1
C=CCNC(=O)CC(=O)N/N=C/c1ccc(C(=O)OC)cc1,-3
O=C(NCc1ccco1)C(c1ccc(F)cc1)N(Cc1cccnc1)C(=O)Cn1nnc2ccccc21 (stereo unspecified),6
CCOCCc1nnc(NC(=O)Cc2ccccc2)s1,-9
O=c1oc2ccccc2c(Nc2ccc(O)cc2)c1[N+](=O)[O-],2
CCOC(=O)c1[nH]c(=O)[nH]c1CSc1nc(C)cc(C)n1,-6
COc1ccc(OC)c(NS(=O)(=O)c2ccc(SC)cc2)c1,0
O=C(NC(C(=O)N/N=C/c1c2ccccc2cc2ccccc12)c1n[nH]c(=O)c2ccccc12)c1ccccc1 (stereo unspecified),44*

New compounds follow:
mol,Artemis inh
COc1ccc(Oc2coc3cc(OC(=O)c4cccs4)ccc3c2=O)cc1,-4
COc1ccc2nc3oc(C(=O)N4CCN(c5cccc(Cl)c5)CC4)cc3cc2c1,-2
Nc1nonc1-c1noc(CCCN2C(=O)c3ccccc3C2=O)n1,10
CCCCc1ccc(Nc2nc(CCC)cc(=O)[nH]2)cc1,16
CCCn1c(SCC(=O)Nc2c(CC)cccc2CC)nnc1C(C)C,1
COC(=O)c1c(C)[nH]c(C)c1-c1ccccc1Cl,2
CCOc1cc(N2CCOCC2)c(OCC)cc1NC(=O)COc1ncnc2ccc(Br)cc12,1
COc1ccc(OC(=O)c2cccc([N+](=O)[O-])c2)c(C(=O)/C=C/c2cccs2)c1,-2
CCCC(C(=O)NCc1ccco1)N(C(=O)CNS(=O)(=O)c1ccccc1)c1ccccc1OC (stereo unspecified),-7
Cc1cc(C(=O)CSc2nnc3c(Cl)cc(Cl)cn23)c(C)n1C,-8

New compounds follow.
mol,Artemis inh
c1csc(-c2nc3ccccc3[nH]2)c1,-7
O=C(CN1CCN(Cc2ccc3c(c2)OCO3)CC1)Nc1ccc2c(c1)OCCO2,-4
Cc1sc2nc3ccc(NCc4ccco4)nn3c(=O)c2c1C,20
CC(=O)c1cccc(N(C(=O)c2ccco2)C(C(=O)NC2CCCC2)c2ccncc2)c1 (stereo unspecified),-4
CCOc1ccc(NC(=O)c2ccc3nccnc3c2)cc1,1
CCC(=O)c1ccc(OCC(O)Cn2cnc3ccccc32)cc1 (stereo unspecified),1
CCc1c(C)nc2[nH]nc(-c3ccccc3)n2c1=O,-4
O=C(COC(=O)C12CC3CC(CC(O)(C3)C1)C2)NC(=O)NCc1ccco1,-3
NC(=O)c1ccccc1NS(=O)(=O)Cc1ccccc1,3
CCCc1nc2ccccc2c(C(=O)O)c1CC,1

Carrying on:
mol,Artemis inh
COC(=O)C1=C(C(=O)OC)C2(OC1c1ccccc1C)C(=O)c1ccccc1C2=O (stereo unspecified),5
Cc1[nH]nc2c1C(=O)CCC2,3
Cc1ccc(C2=[N+]([O-])C3(CCCCC/C3=N\O)N(O)C2(C)C)o1 (stereo unspecified),-11
O=C(C1CCC(=O)N1Cc1ccccc1Cl)N1CCN(c2cccc(Cl)c2)CC1 (stereo unspecified),0
CCN1C(=O)CC(N2CCC(C(=O)OC)CC2)C1=O (stereo unspecified),2
OC(COc1c(F)cc(Br)cc1F)CN1CCN(c2ccc(F)cc2)CC1 (stereo unspecified),-2
COC(=O)CCc1c(C)[nH]c(C(=O)OCc2ccccc2)c1C,-1
COc1ccc(/C=N/NC(=O)CSc2nnc(CCCc3ccc(OC)c(C)c3)o2)cc1,13
CCCc1cc(=O)[nH]c(SCC(=O)NCCCC(=O)OCC)n1,0
c1ccc(-c2n[nH]c3c2CCC3)cc1,-8

Additional results follow:
mol,Artemis inh
CCOC(=O)C(C)N1N=C(/C=C/c2ccc(OC)cc2)CCC1=O (stereo unspecified),8
CCOC(=O)C1CCN(C(=O)c2ccc3snnc3c2)CC1,-4
Nc1nonc1C(=O)NCCN=Cc1ccccc1O,-2
CCOC(=O)C1=C(C)N=c2s/c(=C\c3ccncc3)c(=O)n2C1c1ccc2c(c1)OCO2 (stereo unspecified),17
Clc1ccc2[nH]c3c(c2c1)CCc1cn[nH]c1-3,1
O=C(Nc1ccc(N2CCOCC2)c(Cl)c1)c1cccnc1,2
N#Cc1c(N)c(C(=O)c2ccc(Cl)cc2)n2c1CCC2,-1
COc1ccc(NC(=O)CNS(=O)(=O)c2ccc(Cl)cc2)cc1,1
C=CCn1c(-c2ccc(OC)c(OC)c2)n[nH]c1=S,11
CCOC(=O)C(C)Sc1nc2ccccc2c(=O)n1CC (stereo unspecified),-4

Continuation:
mol,Artemis inh
COC(=O)c1ccccc1NC(=O)c1cc2n(n1)C(C(F)F)CC(C(F)F)N2 (stereo unspecified),-4
CN(C)Cc1cc(C(C)(C)C)c(O)c(C(C)(C)C)c1,-7
Cc1cc2nc3c(c(=O)n2[nH]1)CCCC3,-10
Cc1cc(C)n(-c2ccc(Cl)c(C(=O)O)n2)n1,3
Cn1nc(OCCOc2ccccc2)ccc1=O,0
CCOc1cc(OCC)cc(C(=O)NC(=S)Nc2cccc(C(F)(F)F)c2)c1,5
CC(=O)OC(C(=O)N1CCN(c2ccc(F)cc2)CC1)c1ccccc1 (stereo unspecified),12
Nc1ccc2nc(CN3CCOCC3)[nH]c2c1,7
CCc1[nH]c(=O)c(C#N)c2c1CCCC2,-4
CCSc1nc2c(c(=O)n(C)c(=O)n2C)n1Cc1ccc(Cl)cc1,19

Next part
mol,Artemis inh
O=C(Nc1ccc2c(c1)CCC2)c1cnn2c1NC(c1ccco1)CC2C(F)(F)F (stereo unspecified),-6
N#Cc1ccc(CSc2nnc(-c3cccc(S(=O)(=O)N4CCCCC4)c3)o2)cc1,15
COc1ccc(C2C(C#N)=C(N)OC(C(C)(C)C)=C2C#N)cc1OC (stereo unspecified),13
COc1ccc(-c2nc(C)c(C(C)=O)n2O)cc1OC,4
COc1ccc(/C=C/C(=O)Oc2cccc(/C=N/NC(=O)COc3c(C)cccc3C)c2)cc1,6
O=C(CN1CCN(S(=O)(=O)c2ccc(Br)cc2)CC1)Nc1ccc(F)cc1F,-1
O=C(NNC(=O)c1cc(-c2ccccc2)nc2ccccc12)Nc1cccc(Cl)c1,20
Cc1ccc(OCCn2c(=O)sc3ccccc32)cc1,4
CC(=O)NCC(=O)OCN1C(=O)c2ccccc2C1=O,2
Cc1cccc(NC(=O)Cn2c(=O)n(Cc3ccco3)c(=N)c3c4c(sc32)COC(C)(C)C4)c1,2

Next entries follow.
mol,Artemis inh
Cc1nn(CC(=O)Nc2ccc3c(c2)nc(CN2CCCCC2)n3C)c(=O)c2ccccc12,0
O=C(NCc1ccco1)c1ccc(C(=O)NCc2ccco2)s1,4
N=c1c(S(=O)(=O)c2ccccc2)cc2c(=O)n3ccccc3nc2n1CC1CCCO1 (stereo unspecified),-3
Nc1nnc(Cc2ccc(Cl)cc2)s1,9
O=C(CCNc1ccc(F)cc1)c1ccco1,-3
Cc1nc(SCC(N)=O)[nH]c(=O)c1CCC(C)C,-7
O=C(c1cc(-c2ccccn2)nc2c(Cl)cccc12)N1CCN(C(=O)C2CCCO2)CC1 (stereo unspecified),-3
O=C(Nc1nc2c(s1)CCCC2)c1cccs1,8
CCc1nc(SCC(=O)Nc2c(C)n(C)n(-c3ccccc3)c2=O)n[nH]1,9
Cc1ccc(C(c2sc3nc(C)nn3c2O)N2CC(C)OC(C)C2)cc1 (stereo unspecified),-5

Continued (3 carried over from the part before).
mol,Artemis inh
O=C(Nc1nc2c(s1)CCCC2)c1cccs1,8
CCc1nc(SCC(=O)Nc2c(C)n(C)n(-c3ccccc3)c2=O)n[nH]1,9
Cc1ccc(C(c2sc3nc(C)nn3c2O)N2CC(C)OC(C)C2)cc1 (stereo unspecified),-5
CCOC(=O)c1c(C)[nH]c(C(=O)OCc2c(C)noc2C)c1C,9
CCOC(=O)c1ccc(CC(=O)c2ccc(O)cc2O)o1,9
CC1C(=O)Nc2ccccc2N1C(=O)C1CC1 (stereo unspecified),-4
O=C(/C=C/N1CCOCC1)c1cc2ccccc2o1,-8
c1cncc(Oc2cccc(Oc3cccnc3)c2)c1,-3
COc1cccc(-n2c(C)c(C(C)=O)c(C(C)=O)c2C)c1,-1

Entries from the list above that have a thiophene ring, fused or not:
mol,Artemis inh
O=C(NC1(C(F)(F)F)NC(=O)N(Cc2cccnc2)C1=O)c1cccs1 (stereo unspecified),-2
CCN(CCO)Cc1csc2cccc(Br)c12,-8
Cc1nc(NCc2ccco2)c2c3c(sc2n1)CCC3,-7
CCC(O)c1cc2c(cc1NC(=O)c1cccs1)OCCO2 (stereo unspecified),-10
Cc1c(C(=O)N2CCN(c3ccccn3)CC2)sc2ncnc(N3CCN(c4ccccc4)CC3)c12,10
COc1ccc(Oc2coc3cc(OC(=O)c4cccs4)ccc3c2=O)cc1,-4
COc1ccc(OC(=O)c2cccc([N+](=O)[O-])c2)c(C(=O)/C=C/c2cccs2)c1,-2
c1csc(-c2nc3ccccc3[nH]2)c1,-7
Cc1sc2nc3ccc(NCc4ccco4)nn3c(=O)c2c1C,20
Cc1cccc(NC(=O)Cn2c(=O)n(Cc3ccco3)c(=N)c3c4c(sc32)COC(C)(C)C4)c1,2
O=C(NCc1ccco1)c1ccc(C(=O)NCc2ccco2)s1,4
O=C(Nc1nc2c(s1)CCCC2)c1cccs1,8
